Rab7 wt modul = modulators of GTP binding to Rab7, primary screen, biochemical, wildtype, multiplex bead flow cytometry; GST-Rab7 beads, fluorescent GTP binding; actives lie on both sides; untreated = 100%, excess cold GTP = 0%; AID 758, 2007; GTP binding activity (percent of control), % at 10 µM; 0.055% of 190,000 active;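 active = fluorescent GTP binding to Rab7 beads changed by at least 20 points from the 100% baseline, either direction, mostly lower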;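 note: median green fluorescence of bound Bodipy-FL-GTP per Rab7 bead population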
HRas wt GTP = modulators of GTP binding to HRas wildtype, primary screen, biochemical, bead-based flow cytometry, multiplex. AID 759, 2007. GST-Ras wt beads, Bodipy-FL-GTP binding; actives lie on both sides. 0.14% of 190,000 active. GTPase HRas (Homo sapiens), P01112. GTP binding activity, % at 10 µM;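 active = GTP binding activity at least 20% away from the 100% baseline, either lowered as inhibitor or raised as activator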;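 note: 0% = unlabeled GTP competition control and 100% = no-compound control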
Mcl1 Noxa PPI = Mcl-1/Noxa binding inhibitors, primary screen, biochemical, TR-FRET, 1536-well. Induced myeloid leukemia cell differentiation protein Mcl-1 (Homo sapiens), Q07820. TR-FRET Mcl-1/Noxa peptide binding, 2 h. inhibition, % at 21.7 µM. 1.5% of 220,000 active. AID 1022, 2008;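 active = compounds that cut the protein-peptide binding signal by more than 50% relative to plate controls in a single-dose test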;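 note: His-tagged Mcl-1 with rhodamine Noxa BH3 peptide and terbium anti-His antibody; 0% = Mcl-1 plus Noxa peptide wells and 100% = peptide-only wells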
Rab2 wt GTP = modulators of GTP binding to Rab2A wildtype, primary screen, biochemical, dog, bead-based flow cytometry, multiplex; Ras-related protein Rab-2A (Canis lupus familiaris), P61105; GTP binding activity, % at 10 µM; AID 760, 2007; 0.19% of 190,000 active; GST-Rab2 wt beads, Bodipy-GTP binding;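 active = GTP binding activity at least 20 points away from 100%, either lowered or raised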;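 note: 0% = beads with excess unlabeled GTP and 100% = no-compound control corrected for plate trend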
Rac1 wt modul = wildtype Rac1 GTP binding modulators, primary screen, biochemical, GST-Rac1 beads, flow cytometry, multiplex | 0.27% of 190,000 active | Ras-related C3 botulinum toxin substrate 1 (Homo sapiens), P63000 | GTP binding activity (% of control), % at 10 µM | AID 757, 2007 | fluorescent GTP binding; actives lie on both sides; 0 = cold GTP competed, 100 = untreated;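 active = GTP binding activity at least 20 points away from the 100% control level, either lower or higher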
Cdc42 wt GTP = modulators of GTP binding to wildtype Cdc42, primary screen, biochemical, multiplex bead flow cytometry, Bodipy-GTP; GST-Cdc42 beads; actives lie on both sides; percent activity (GTP binding), % at 10 µM; 0.2% of 190,000 active; AID 761, 2007;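 active = percent activity GTP binding at least 20 points away from the 100% baseline, either down as inhibitor or up as activator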;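 note: median bead fluorescence of bound Bodipy-FL-GTP at 100 nM; 0% = excess unlabeled GTP control and 100% = no compound control; below 100% means less GTP binding so inhibitor and above means activator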
Target sequence (P60953 whole entry, looked up): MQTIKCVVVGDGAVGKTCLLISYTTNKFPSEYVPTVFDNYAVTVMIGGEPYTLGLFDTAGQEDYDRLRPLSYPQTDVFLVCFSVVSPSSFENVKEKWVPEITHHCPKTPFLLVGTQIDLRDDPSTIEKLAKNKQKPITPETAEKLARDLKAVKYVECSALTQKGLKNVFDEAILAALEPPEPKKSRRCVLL
Avidin fluor = green autofluorescence of compounds with avidin beads – biophysical, 488/530 nm, flow cytometry, artefact control, profiling panel | compound fluorescence 488/530 nm; active compounds read high | fluorescence (KMESF) at 10 µM | 0.38% of 220,000 active | AID 1775, 2009; in the data active = fluorescence above about 47; note: inactives centre near 10
Pf gametocyte = late stage P. falciparum gametocyte viability inhibitors, primary screen, ATP luminescence, HTS. 0.065% of 150,000 active. AID 743093, 2013. inhibition, % at 10.9 µM. P. falciparum stage V gametocytes, 24 h;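 active = inhibition above the mean plus 3 SD of compounds within the control limits, set per campaign, cut at about 38% in these data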;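 note: 0% = DMSO wells and 100% = medium only without gametocytes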
Rac1 act GTP bind = GTP binding modulators of activated mutant Rac1, primary screen, biochemical, bead-based flow cytometry, multiplex, fluorescent GTP. Ras-related C3 botulinum toxin substrate 1 (Homo sapiens), P63000. GST-Rac1 activated beads; actives lie on both sides; 100% means binding = to untreated wells. percent activity (GTP binding), % at 10 µM. 0.11% of 190,000 active. AID 764, 2007;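 active = GTP binding at least 20 percentage points away from the 100% baseline, in either direction, so actives lie on both sides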
ABCG2 inh = ABCG2 efflux pump inhibitors, primary screen, multiplex with ABCB1, IgMXP3 cells, flow cytometry; AID 1325, 2008; 0.1% of 190,000 active; inhibition, % at 6.6 µM; JC-1 efflux;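 active = inhibition above 80%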;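 note: 0% = DMSO and 100% = nicardipine control wells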
Target sequence (Q9UNQ0 whole entry, looked up): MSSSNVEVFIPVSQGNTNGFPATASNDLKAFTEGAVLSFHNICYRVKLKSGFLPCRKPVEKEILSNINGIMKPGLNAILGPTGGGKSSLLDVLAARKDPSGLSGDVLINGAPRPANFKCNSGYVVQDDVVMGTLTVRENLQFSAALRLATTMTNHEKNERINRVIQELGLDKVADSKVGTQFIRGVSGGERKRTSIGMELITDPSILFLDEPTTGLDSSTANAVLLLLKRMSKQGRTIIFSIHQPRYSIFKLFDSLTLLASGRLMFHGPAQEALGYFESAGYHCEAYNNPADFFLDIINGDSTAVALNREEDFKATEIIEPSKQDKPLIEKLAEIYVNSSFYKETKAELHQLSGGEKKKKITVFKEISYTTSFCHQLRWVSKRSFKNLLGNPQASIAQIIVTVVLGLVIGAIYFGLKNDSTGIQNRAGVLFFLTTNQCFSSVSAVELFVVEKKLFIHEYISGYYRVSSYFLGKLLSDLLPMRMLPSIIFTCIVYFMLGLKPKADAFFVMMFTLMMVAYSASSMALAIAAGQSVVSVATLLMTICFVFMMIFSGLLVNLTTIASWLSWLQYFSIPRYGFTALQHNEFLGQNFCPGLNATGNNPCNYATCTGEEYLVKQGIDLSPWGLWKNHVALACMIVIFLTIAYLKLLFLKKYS
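Test system: IgMXP3 (ABCG2) plus far-red-tagged CCRF-Adr (ABCB1) cells / Amount: 3 million cells/mL in well / Reagent: JC-1 transporter substrate / Timing: 10 min compound exposure, 25 °C / Signal: flow cytometry, 530 nm JC-1 signal / Read-out: percent efflux inhibition, scaled nicardipine 100% to DMSO 0% / Benchmarks: nicardipine as high control, DMSO as low control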
ABCB1 inh = ABCB1 efflux pump inhibitors, primary screen, cell-based, multiplex, flow cytometry, ABCG2 counter-screen; CCRF-Adr cells, JC-1 efflux; inhibition, % at 6.6 µM; 0.067% of 190,000 active; AID 1326, 2008; in the data active = inhibition above about 40%;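 note: 0% = vehicle and 100% = reference inhibitor; higher value means more JC-1 retained so stronger ABCB1 efflux block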
Starred values were filed as active, the others as inactive; nt = no result given.

No.	mol	Rab7 wt modul	HRas wt GTP	Mcl1 Noxa PPI	Rab2 wt GTP	Rac1 wt modul	Cdc42 wt GTP
1	O=C(c1cc(=O)[nH]c2ccccc12)N1CCc2ccccc2C1	105	103	-23	107	110	100
2	CCc1nn2cc(C(=O)c3cc(C)ccc3O)cnc2c1-c1ccc(F)cc1	99	101	18	97	102	98
3	CCOC(=O)/C=C1\NC(C)(C)Cc2cc(OC)c(OC)cc21	100	103	10	101	101	105
4	CCN1CCN(C(=O)CCN2C(=O)COc3ccc(C)cc32)CC1	102	103	10	104	101	102
5	CCn1c(SCC(=O)Nc2sc3c(c2C#N)CCCC3)nnc1-c1ccncc1	102	103	22	101	107	104
6	CN1C(=O)/C(=N/OC(=O)c2ccccc2)c2ccccc21	92	94	16	92	96	90
7	CCCCCCNC(=O)C(=O)NCCc1ccc(Cl)cc1	103	97	-4	97	100	96
8	CCOc1ccc(NC(=S)Nc2cccnc2)cc1	91	94	19	95	96	96

No.	Avidin fluor	Pf gametocyte	Rac1 act GTP bind	ABCG2 inh	ABCB1 inh
1	11	18	101	0	0.5
2	11	5	98	23	1.9
3	7	nt	100	4	0.3
4	26	-2	99	-2	-2.5
5	7	17	100	8	1.5
6	5	-37	92	2	1.3
7	12	3	95	3	0.4
8	13	nt	94	5	0.9

Next section:
No.	mol	Rab7 wt modul	HRas wt GTP	Mcl1 Noxa PPI	Rab2 wt GTP	Rac1 wt modul	Cdc42 wt GTP
9	O=C(CNC(=S)N(Cc1ccccc1)Cc1cccnc1)NCCN1CCOCC1	97	98	-10	100	97	98
10	CC1=CC(C)C(/C=N/n2cnnc2)C(C)C1 (centres undefined)	102	101	13	101	101	99
11	COc1ccc(S(=O)(=O)NNC(=O)c2csc(-n3nc(C)cc3C(F)(F)F)n2)cc1OC	95	96	-8	95	99	96
12	COC(=O)c1ccc(C)c(N(CCO)CCO)c1	97	93	-7	95	93	95
13	COC(=O)c1sccc1NC(=S)N1CCN(C)CC1	91	93	10	93	95	90
14	COc1ccc2[nH]cc(C(=O)CN3CCN(C4CCCCC4)CC3)c2c1	99	102	-7	101	102	103
15	CCOC(=O)c1ccc(S(=O)(=O)NCC(c2ccc(N(C)C)cc2)c2c[nH]c3ccccc23)cc1 (centres undefined)	95	96	15	97	97	94
16	COc1ccc(O)c(CN2CCN(CCc3ccccc3)C(CCO)C2)c1 (centres undefined)	98	97	0	98	100	98

No.	Avidin fluor	Pf gametocyte	Rac1 act GTP bind	ABCG2 inh	ABCB1 inh
9	6	nt	97	0	0.0
10	21	nt	97	-1	0.1
11	6	nt	96	2	6.2
12	15	12	93	-1	0.1
13	8	4	95	8	1.6
14	10	nt	99	0	0.3
15	10	5	95	-4	-0.2
16	13	nt	98	3	0.5

Not a retest: entries from further up.
No.	mol	Rab7 wt modul	HRas wt GTP	Mcl1 Noxa PPI	Rab2 wt GTP	Rac1 wt modul	Cdc42 wt GTP
9	O=C(CNC(=S)N(Cc1ccccc1)Cc1cccnc1)NCCN1CCOCC1	97	98	-10	100	97	98
10	CC1=CC(C)C(/C=N/n2cnnc2)C(C)C1 (centres undefined)	102	101	13	101	101	99

No.	Avidin fluor	Pf gametocyte	Rac1 act GTP bind	ABCG2 inh	ABCB1 inh
9	6	nt	97	0	0.0
10	21	nt	97	-1	0.1

Values in list order from the entries so far.
Compounds 4 to 14 in Rab2 wt GTP read 104, 101, 92, 97, 95, 100, 101, 95, 95, 93, 101
Compounds 4 to 14 in Cdc42 wt GTP read 102, 104, 90, 96, 96, 98, 99, 96, 95, 90, 103
Compounds 4 to 14 in ABCG2 inh read -2, 8, 2, 3, 5, 0, -1, 2, -1, 8, 0

Next section
No.	mol	Rab7 wt modul	HRas wt GTP	Mcl1 Noxa PPI	Rab2 wt GTP	Rac1 wt modul	Cdc42 wt GTP
17	Cc1nn(CCC(=O)O)c2nc(-c3cccnc3)cc(C(F)(F)F)c12	99	99	25	100	101	100
18	COc1cc(/C=C/C(=O)OCC(=O)NCCc2ccccc2)cc(OC)c1OC	104	95	1	91	96	92
19	CC(=O)Nc1ccc(S(=O)(=O)n2cnc3ccccc32)cc1	95	99	13	97	105	102
20	O=c1[nH]sc2ccccc12	105	97	13	100	98	96
21	Cc1cc(C)n(Cc2ccc(Cl)nc2)n1	95	97	16	97	98	98
22	CCOc1ccccc1N1CC(O)=C(c2nc3ccccc3s2)C1=N	100	101	-47	99	100	98
23	CCOC(=O)c1cc2c(=O)n3ccccc3nc2n(Cc2ccco2)c1=NC(=O)c1ccccc1OCC	108	100	18	99	102	100
24	CCOc1ccc(OCC(=O)Nc2ccc(OC)cc2[N+](=O)[O-])cc1	96	93	14	94	90	91

No.	Avidin fluor	Pf gametocyte	Rac1 act GTP bind	ABCG2 inh	ABCB1 inh
17	37	nt	99	8	1.5
18	13	17	90	22	1.2
19	6	nt	101	1	0.1
20	6	nt	97	-1	-0.5
21	25	33	98	2	1.0
22	9	18	97	6	1.8
23	6	nt	94	5	1.2
24	8	3	90	0	-0.1

(further entries)
No.	mol	Rab7 wt modul	HRas wt GTP	Mcl1 Noxa PPI	Rab2 wt GTP	Rac1 wt modul	Cdc42 wt GTP
25	Cc1ccccc1NC(=O)COC(=O)c1cccnc1	107	102	25	102	105	101
26	CCOc1cccc2sc(N(CCN(C)C)C(=O)c3ccc(Br)s3)nc12	96	95	13	98	100	96
27	Cc1ccc(-n2nc(C(=O)N3CCOCC3)cc2-c2ccc(Cl)cc2)cc1	104	103	23	102	102	103
28	COCCn1c(SCC(=O)Nc2cccc(C(=O)OC)c2)nc2ccccc2c1=O	94	94	-11	92	93	94
29	Cc1coc2c1c(C)cc1oc(=O)c(Cc3ccccc3)c(C)c12	101	103	-10	104	102	104
30	CC(O)c1ccc(-n2cnnn2)cc1 (centres undefined)	95	101	3	99	107	105
31	COc1ccc(-c2nc(SC(CC(=O)NCCN3CCOCC3)c3cccs3)n[nH]2)cc1 (centres undefined)	108	96	0	95	95	94
32	Cc1nc(NNC(=O)c2ccccc2)cc(-c2ccccc2)n1	103	102	10	102	98	100

No.	Avidin fluor	Pf gametocyte	Rac1 act GTP bind	ABCG2 inh	ABCB1 inh
25	11	-3	97	3	0.7
26	9	-4	95	3	0.9
27	15	-6	101	6	0.9
28	8	22	93	11	1.7
29	11	nt	99	7	1.1
30	11	-4	100	6	1.2
31	9	5	90	1	0.2
32	11	nt	97	0	0.1

Other entries:
No.	mol	Rab7 wt modul	HRas wt GTP	Mcl1 Noxa PPI	Rab2 wt GTP	Rac1 wt modul	Cdc42 wt GTP
33	O=C(CSc1cccs1)Nc1ccc2ccccc2c1	93	96	-9	96	98	96
34	CCN(CC(=O)NCc1ccc(F)cc1)c1ccc(S(C)(=O)=O)cc1[N+](=O)[O-]	105	96	4	99	98	101
35	O=C(CCCOc1ccccc1)N1CCN(c2ccccc2)CC1	101	98	-13	100	98	99
36	CC(=O)NCC(=O)OCC(=O)c1ccccc1	101	99	6	99	98	97
37	Cc1ccc2c(c1)c(C)c(C)n2CC(O)Cn1nc(C)cc1C (centres undefined)	98	99	7	100	100	99
38	Cc1cc(C)cc(NC(=O)/C(C#N)=C/c2cn(CC(=O)NCc3ccco3)c3ccccc23)c1	98	99	4	101	103	106
39	O=C(Nc1cc(N2CCOCC2)ncn1)NC1(C(F)(F)F)Oc2ccc(Cl)cc2O1 (centres undefined)	101	100	26	100	102	103
40	Cc1ccc(C)c(S(=O)(=O)NCc2ccc(C(=O)N3CCN(C)CC3)cc2)c1	99	102	-10	101	105	103

No.	Avidin fluor	Pf gametocyte	Rac1 act GTP bind	ABCG2 inh	ABCB1 inh
33	22	-2	99	1	0.3
34	8	4	97	4	1.5
35	16	-4	95	0	0.0
36	11	-4	96	0	0.0
37	12	7	101	2	0.4
38	9	nt	102	-10	-1.4
39	10	nt	99	0	0.6
40	19	0	101	-2	-0.2

Remaining list, next part
No.	mol	Rab7 wt modul	HRas wt GTP	Mcl1 Noxa PPI	Rab2 wt GTP	Rac1 wt modul	Cdc42 wt GTP
41	O=C(Nc1cccnc1)c1ccc(COCC(F)(F)F)cc1	103	105	-6	102	105	102
42	O=C(CSc1nnc(Cc2ccccc2)n1Cc1ccccc1)NCc1ccco1	96	99	-7	99	101	99
43	COc1ccc(S(=O)(=O)Nc2ccc(O)c3ccccc23)cc1	102	101	66*	101	102	101
44	Cc1cc(N/N=C/c2ccccc2)nc(NCc2ccccc2)n1	99	100	0	100	103	106
45	Fc1cccc(Cl)c1-c1nnc2ccc(C(F)(F)F)cn12	107	98	5	99	98	99

No.	Avidin fluor	Pf gametocyte	Rac1 act GTP bind	ABCG2 inh	ABCB1 inh
41	10	-27	101	2	0.5
42	7	nt	100	7	1.3
43	13	-2	99	-6	-2.1
44	13	16	100	0	0.0
45	10	-12	97	3	1.4
